Compound activity: PubChem, Sanford-Burnham Center for Chemical Genomics
tim23-1 inh: tim23-1 yeast growth inhibition | S. cerevisiae tim23-1 growth, BacTiter-Glo luminescence, 24 h | 330,000 compounds, 1.3% hits | inhibition, % at 20 µM;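 active means growth inhibition of the mutant yeast at or above 50%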;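 further: temperature-sensitive mutant grown at 25 °C; plate controls were DMSO-treated mutant yeast for no effect and medium wells lacking yeast for full effect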
Mdm2-MdmX inh: disrupts the human Mdm2-MdmX interaction; SaOS-2 split-luciferase Mdm2/MdmX complementation, luminescence; inhibition, % at 8 µM; 330,000 compounds, 3% hits; AID 485346;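 active means inhibition of at least 50% at 8 µM in the primary screen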
Target sequence (O15151 whole entry, looked up): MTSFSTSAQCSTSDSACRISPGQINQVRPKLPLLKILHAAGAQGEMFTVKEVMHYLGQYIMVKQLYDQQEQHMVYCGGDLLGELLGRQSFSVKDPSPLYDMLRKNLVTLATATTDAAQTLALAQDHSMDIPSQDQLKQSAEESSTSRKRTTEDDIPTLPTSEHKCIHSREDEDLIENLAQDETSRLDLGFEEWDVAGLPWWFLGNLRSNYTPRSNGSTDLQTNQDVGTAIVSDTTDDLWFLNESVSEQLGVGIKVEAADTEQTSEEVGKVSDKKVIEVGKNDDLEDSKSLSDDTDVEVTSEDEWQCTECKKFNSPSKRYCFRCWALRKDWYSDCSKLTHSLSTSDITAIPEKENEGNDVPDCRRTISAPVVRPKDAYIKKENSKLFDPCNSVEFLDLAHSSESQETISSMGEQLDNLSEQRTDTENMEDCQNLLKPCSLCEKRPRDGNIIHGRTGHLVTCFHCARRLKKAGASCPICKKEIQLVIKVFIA
Target sequence (Q00987 whole entry, looked up): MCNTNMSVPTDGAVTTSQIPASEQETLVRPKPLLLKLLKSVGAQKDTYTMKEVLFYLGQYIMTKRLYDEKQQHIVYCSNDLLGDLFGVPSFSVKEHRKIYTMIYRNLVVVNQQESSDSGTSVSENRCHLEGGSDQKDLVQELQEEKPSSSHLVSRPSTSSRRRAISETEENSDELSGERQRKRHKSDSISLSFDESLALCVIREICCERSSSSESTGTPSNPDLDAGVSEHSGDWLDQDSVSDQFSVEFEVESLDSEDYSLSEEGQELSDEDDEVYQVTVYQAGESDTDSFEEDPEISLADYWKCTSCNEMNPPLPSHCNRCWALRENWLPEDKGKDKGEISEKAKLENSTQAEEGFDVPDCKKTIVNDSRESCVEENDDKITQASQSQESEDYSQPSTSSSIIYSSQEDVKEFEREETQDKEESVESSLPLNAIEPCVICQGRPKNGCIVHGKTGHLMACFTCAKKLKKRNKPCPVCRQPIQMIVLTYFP
CHOP UPR activ: activators of apoptotic arm of unfolded protein response (CHOP). CHO-CHOP luciferase reporter, UPR activation, luminescence; percent of tunicamycin response over DMSO baseline. activation, % at 10 µM. 330,000 compounds, 0.34% hits;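 active means at 10 µM dose, activation of 40% or more, normalized to positive control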;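 further: 100% = tunicamycin at 10 µg/mL and 0% = DMSO alone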
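System: CHO CHOP reporter cells. Amount: 500 cells per well. Buffer or medium: F12 medium, 10% FBS. Compound dosing: one dose, 10 µM in 0.5% DMSO. Incubation: 6 h compound exposure at 37 °C after overnight seeding. Technique: Steady-Glo luciferase luminescence. Benchmarks: tunicamycin and DMSO controls.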
TIM10 inh: growth inhibitors of TIM10 yeast strain. inhibition, % at 10 µM. 330,000 compounds, 1.4% hits. S. cerevisiae TIM10 strain growth, BacTiter-Glo luminescence, 24 h;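 active means inhibition of 40% or more at the single tested concentration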;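 further: wild-type TIM10 isogenic control strain grown at permissive 25 °C; 0% = DMSO yeast wells and 100% = minimal medium wells without yeast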
tim10-1 inh: tim10-1 yeast growth inhibition. 330,000 compounds, 2.2% hits. AID 463190. inhibition, % at 20 µM. S. cerevisiae tim10-1 ts strain growth, BacTiter-Glo, 24 h;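 active means inhibition of at least 40%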;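 further: mutant grown at 25 °C; 0% = DMSO wells with yeast and 100% = wells holding no yeast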
Jurkat NFkB inh: inhibitors of the PMA/ionomycin-induced NF-kB reporter in Jurkat cells | PMA/ionomycin-induced NF-kB luciferase reporter, luminescence | inhibition, % at 4 µM | 330,000 compounds, 0.53% hits | AID 435003; in the data active means inhibition above about 50%
XBP1 UPR activ: adaptive UPR (XBP1) activation | CHO-XBP1 luciferase reporter, IRE1-XBP1 UPR activation, luminescence; percent of tunicamycin response, DMSO as zero | activation, % at 20 µM | 330,000 compounds, 0.33% hits | AID 463104;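 active means versus positive control, 20 µM dose yields 30% or more activation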;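 further: 100% = tunicamycin at 10 µg/mL and 0% = DMSO only wells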
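Material: CHO cell line with stable XBP1 luciferase reporter; schedule: 16-18 h cell attachment at 37 °C, then 6 h compound exposure; signal: glow luminescence from Steady-Glo reagent; medium: serum-containing F12 medium, 10% FBS; benchmarks: tunicamycin 10 µg/mL and vehicle-only wells; read-out: percent activation relative to tunicamycin reference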
697 NFkB inh: inhibitors of the PMA/ionomycin-induced NF-kB reporter in 697 B cells | inhibition, % at 4 µM | 330,000 compounds, 0.33% hits | 697 B-cell NF-kB luciferase reporter, 16 h; in the data active means inhibition above about 35%
* marks the source's active call; other numbers are inactive results; · = not tested or not shown.

SMILES | tim23-1 inh | Mdm2-MdmX inh | CHOP UPR activ | TIM10 inh | tim10-1 inh | Jurkat NFkB inh | XBP1 UPR activ | 697 NFkB inh
COc1ccc(C2=NN(C(C)=O)C(c3cccs3)C2)cc1OC (centres undefined) | 15 | -15 | 5.4 | 8 | 0 | -19 | -1 | -25
CC(NS(=O)(=O)c1ccc(OCC(=O)NCc2cccnc2)cc1)c1ccccc1 (centres undefined) | -4 | 18 | 3.2 | -1 | -8 | 24 | -3 | 9
CC(=O)Nc1ccc(S(=O)(=O)NCC(=O)OCC(=O)c2ccc[nH]2)cc1 | 20 | 4 | 0.5 | 3 | 14 | 3 | -3 | 4
Cc1cccc(N2C(=O)c3cccc4cccc(c34)C2=O)c1 | 23 | 21 | 9.4 | 21 | 31 | -8 | -1 | 9
Cn1cnc(S(=O)(=O)N2CCN(c3cccc(C(F)(F)F)c3)CC2)c1 | -2 | 10 | 0.6 | 1 | -2 | -8 | -3 | -7
CC(C)(C)c1ccc2c(c1)OCC(C(=O)O)O2 (centres undefined) | 7 | -6 | -0.9 | -6 | 7 | 2 | 2 | 16
CC1(C)Oc2ccc(C(=O)NC3CCCC3)cc2N(CC(=O)NC2CCCCC2)C1=O | 16 | -14 | 0.6 | 16 | 5 | 3 | 2 | 15
Cc1c(NC(=O)CN2C(=O)c3cccc4cccc2c34)c(=O)n(-c2ccccc2)n1C | 5 | 31 | -0.3 | -7 | -1 | 0 | -4 | 10
CCN(CC)S(=O)(=O)c1ccc(N2CCOCC2)c(NC(=O)c2[nH]c(C)c(C(C)=O)c2C)c1 | 12 | 83* | 2.2 | 4 | 3 | -2 | 3 | 48*
CC(C)=CCC/C(C)=C/CNC(=O)C[C@H]1C[C@H](C(=O)N2CCOCC2)[C@@]2(CCC3CCCC3)c3[nH]c4cc(CCC(=O)N(C)C)ccc4c3CCN2C1=O | 42 | 77* | 9.4 | 0 | 23 | · | 21 | 18
CCN(CC(=O)Nc1cc(Cl)ccc1C)C(=O)CC1CCCC1 | 17 | 21 | 2.1 | 12 | 10 | 5 | -4 | 7
CCCCn1c(N)c(N(C(=O)CSc2nnnn2-c2ccccc2)C2CCCC2)c(=O)[nH]c1=O | -2 | -21 | -1.0 | -1 | 1 | -5 | -2 | 5
COc1nc(N(CC(N)=O)S(=O)(=O)c2ccccc2)nc(C)c1Cl | 13 | -7 | 1.3 | -7 | 6 | 2 | 2 | 5
CC1CC(OC(=O)CN2CCCCC2)CC(C)(C)C1 (centres undefined) | -10 | 5 | 0.1 | 0 | 1 | 6 | 2 | 10
N#C/C(=C/c1ccc(-c2ccc(S(N)(=O)=O)cc2)o1)c1nc2ccccc2s1 | 16 | 39 | 10 | 3 | 28 | 7 | 2 | -5

Record cards (already shown):
`CC(C)=CCC/C(C)=C/CNC(=O)C[C@H]1C[C@H](C(=O)N2CCOCC2)[C@@]2(CCC3CCCC3)c3[nH]c4cc(CCC(=O)N(C)C)ccc4c3CCN2C1=O` is listed with tim23-1 inh: 42; Mdm2-MdmX inh: 77*; CHOP UPR activ: 9.4; TIM10 inh: 0; tim10-1 inh: 23; Jurkat NFkB inh: ·; XBP1 UPR activ: 21; 697 NFkB inh: 18
`CC(C)(C)c1ccc2c(c1)OCC(C(=O)O)O2` (centres undefined) is listed with tim23-1 inh: 7; Mdm2-MdmX inh: -6; CHOP UPR activ: -0.9; TIM10 inh: -6; tim10-1 inh: 7; Jurkat NFkB inh: 2; XBP1 UPR activ: 2; 697 NFkB inh: 16

Next part:
SMILES | tim23-1 inh | Mdm2-MdmX inh | CHOP UPR activ | TIM10 inh | tim10-1 inh | Jurkat NFkB inh | XBP1 UPR activ | 697 NFkB inh
CCCC(C(=O)NC1CCCC1)N(CC1CCCO1)C(=O)CNS(=O)(=O)c1ccccc1 (centres undefined) | 15 | -26 | 0.5 | 0 | 7 | -10 | -5 | -10
CC1CCCN(S(=O)(=O)c2ccc(C(=O)Nc3nnc(-c4ccco4)o3)cc2)C1 (centres undefined) | 0 | 44 | 2.1 | -18 | 0 | 1 | -2 | -52
CCCN1CCC(NC23CC4CC(CC(C4)C2)C3)CC1 | -60 | 9 | 2.3 | -44 | -20 | -1 | -3 | 5
O=C(CN(C(=O)CNS(=O)(=O)c1ccc(F)cc1)C1CCCC1)NCc1ccco1 | 4 | 14 | -2.2 | 11 | -15 | 19 | -2 | 3
O=C(CN1CCOCC1)NNc1nc(-c2ccccc2)c2cc(Br)ccc2n1 | -1 | 8 | -0.5 | 1 | -6 | 14 | -2 | 13
COc1ccccc1NC(=O)CC1Nc2ccccc2NC1=O (centres undefined) | 12 | 9 | -2.6 | 10 | 17 | 4 | 0 | 12
COC(=O)C1=CN(Cc2ccc(OC)cc2)C=C(C(=O)OC)C1c1cccs1 | 1 | 12 | 2.3 | 15 | 6 | 13 | -5 | 11
CCN(CC(=O)NCCN1CCOCC1)S(=O)(=O)c1ccc(F)cc1 | -5 | -5 | -0.8 | 7 | -28 | 0 | 1 | -2
CN1CCN(C(=O)N2CCNC2=O)CC1 | 12 | 18 | 1.0 | -17 | 9 | -17 | 2 | -7
CCOc1ccccc1NC(=O)CSc1nc2cc(O)ccc2c(=O)n1-c1ccc(OC)c(OC)c1 | 14 | 21 | 3.1 | 3 | 15 | -54 | -1 | -35
CCOC(=O)C1(Cc2ccccc2)CCCN(C(=O)c2cn[nH]c2)C1 (centres undefined) | 3 | 16 | -1.0 | 3 | 0 | -10 | -5 | -1
COc1cc2ccccc2cc1C(=O)N1CCOCC1 | 22 | 0 | -0.4 | 6 | 5 | 4 | -3 | 0
CC(C)=CCC/C(C)=C/CNC(=O)CC1C[C@H](C(=O)N2CCCCC2)[C@@]2(C)c3[nH]c4ccccc4c3CCN2C1=O (some centres undefined) | 5 | 32 | 5.1 | 7 | -4 | 15 | -1 | -1
CCN(CC(=O)Nc1ccc2c(c1)OCCO2)C(=O)c1ccc(S(=O)(=O)N(C)C)cc1 | 15 | -5 | -0.7 | 10 | 30 | 4 | -2 | 5
O=C(O)c1cc(NS(=O)(=O)c2ccc3ccccc3c2)ccc1O | 10 | 23 | 1.4 | 0 | 9 | 4 | -3 | 14
O=C(Cn1nc2n(c1=O)-c1ccccc1SC2)N/N=C/c1cccs1 | 19 | 34 | -2.6 | 24 | 15 | 1 | 2 | 12
Cc1ccc(S(=O)(=O)Nc2c(C(=O)O)[nH]c3ccccc23)cc1C | -4 | 9 | 2.3 | 4 | 0 | 5 | -3 | 15
Cc1ccc(OCCCCN2CCCC(C)C2)c([N+](=O)[O-])c1 (centres undefined) | -16 | 0 | 0.2 | -14 | -41 | -16 | -1 | 19
COC(=O)c1sccc1NC(=O)CSc1ccccc1N | 20 | -6 | 1.3 | -8 | -5 | -4 | 5 | 16
CC(C(=O)NCC(=O)Nc1ccc(F)c(F)c1F)N1CCN(Cc2ccc(C#N)cc2)CC1 (centres undefined) | 4 | 22 | 6.3 | 2 | 16 | 12 | -4 | 14
Cc1cc(S(=O)(=O)N(Cc2cccs2)Cc2ccccc2F)ccc1-n1cnnn1 | 20 | 10 | -2.0 | 13 | 25 | 31 | 0 | 0
CCOC(=O)C(Nc1ccc2ccccc2c1)C(=O)OCC | 18 | -4 | 3.1 | 29 | 32 | -26 | 0 | -81
Cc1ccc(-c2nnc(-c3ccccc3)c(N3CCOCC3)n2)cc1 | 42 | -22 | -0.1 | 21 | 34 | -44 | 6 | -36
COc1ccc(/C=C/C(=O)NCCN2CCOCC2)cc1OC | 9 | 10 | -1.9 | -10 | -10 | -5 | -4 | 5
CN(C(=O)CSc1nnc(-c2ccncc2)n1-c1ccccc1)C1CCS(=O)(=O)C1 (centres undefined) | 14 | -8 | 0.7 | 4 | 11 | 3 | 0 | -16
CCCCC(C(=O)N/N=C/c1ccccn1)C(=O)N/N=C/c1ccccn1 | -1 | 11 | 2.0 | -13 | 4 | 2 | -2 | 12
Cc1cccc(OCCSc2nc3ccccc3n2CC(=O)O)c1 | -1 | 21 | 0.2 | -3 | -12 | -8 | -2 | -5
CC(CCc1ccccc1)NC(=O)C(=O)c1c[nH]c2ccccc12 (centres undefined) | 41 | 5 | -2.4 | 4 | 13 | 4 | -5 | 3
Cc1nnsc1C(=O)Nc1ccc(S(=O)(=O)N2CCC(C)CC2)cc1 | 19 | -3 | -3.9 | 4 | 16 | 12 | -4 | -61
CCN(CC)S(=O)(=O)c1cccc(-c2n[nH]c(=S)n2/N=C/c2ccc(OC(F)F)cc2)c1 | 27 | -25 | 1.3 | 29 | 38 | -1 | 4 | 6

Arranged by value in Mdm2-MdmX inh (high to low): three of the compounds above.
structure | Mdm2-MdmX inh | Jurkat NFkB inh | XBP1 UPR activ | 697 NFkB inh
Cc1cc(S(=O)(=O)N(Cc2cccs2)Cc2ccccc2F)ccc1-n1cnnn1 | 10 | 31 | 0 | 0
CCOC(=O)C(Nc1ccc2ccccc2c1)C(=O)OCC | -4 | -26 | 0 | -81
CN(C(=O)CSc1nnc(-c2ccncc2)n1-c1ccccc1)C1CCS(=O)(=O)C1 (centres undefined) | -8 | 3 | 0 | -16

Additional compounds
SMILES | tim23-1 inh | Mdm2-MdmX inh | CHOP UPR activ | TIM10 inh | tim10-1 inh | Jurkat NFkB inh | XBP1 UPR activ | 697 NFkB inh
FC(F)(F)c1cnc(NNC(=S)Nc2cccnc2)c(Cl)c1 | -5 | 15 | 0.8 | -2 | -2 | 0 | 0 | 10
Cc1nnc(SCC(=O)Nc2cc(S(=O)(=O)N3CCOCC3)ccc2C)s1 | -3 | -2 | -1.6 | -4 | 1 | -2 | -1 | -14
CC(NC(=O)CCn1ccc2cc(S(=O)(=O)N3CCCC3)ccc21)c1ccccc1 (centres undefined) | 1 | 15 | -0.3 | 7 | 2 | -2 | -3 | 2
CC(C)(C)c1ccc(O)c(N)c1 | 24 | -20 | -2.4 | 1 | 16 | -10 | -1 | -2
COc1ccc(S(=O)(=O)Nc2nc(C(F)(F)F)cs2)cc1 | 3 | 20 | -1.0 | 4 | 1 | -6 | 2 | 4
COc1ccc(-n2c(=O)c3c4c(sc3n3c(=S)[nH]nc23)CCC4)cc1 | -5 | 14 | 1.0 | -5 | 6 | 4 | 0 | 22
CNS(=O)(=O)c1cc(NC(=O)CCCNC(=O)c2ccc(Cl)cc2)ccc1C | -1 | 14 | 1.0 | -5 | 4 | -2 | 0 | 19
Cn1c(SCCOc2ccccc2F)nc2ccccc2c1=O | -7 | -24 | 1.9 | 2 | 4 | -3 | 1 | -15
